Ecoli WT expand = blocks growth of wild type E. coli BW25113. OD600 absorbance. growth inhibition, % at 100 µM. 0.15% of 98,000 active;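 active means growth inhibition above about 50% at one test dose, limit read from the data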;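 further: growth measured after 20 h incubation at 37 °C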
PostGolgi yeast = growth inhibition of a yeast mutant, post-Golgi transport screen; post-Golgi transport phenotypic cell assay; inhibition, % at 10 µM; AID 739; 0.9% of 98,000 active;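 further: yeast cells grown in 1536-well plates; yeast grown about 18 h at 30C before absorbance read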
S1P2 ag = agonists of human S1P2 receptor | O95136 | S1P2-expressing cell line, agonist reporter read-out | activation, % at 4.5 µM | 0.46% of 97,000 active | AID 729; in the data active means activation above about 16%;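 further: 0% = vehicle low control and 100% = maximal reference agonist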
Target sequence (O95136 whole entry, looked up): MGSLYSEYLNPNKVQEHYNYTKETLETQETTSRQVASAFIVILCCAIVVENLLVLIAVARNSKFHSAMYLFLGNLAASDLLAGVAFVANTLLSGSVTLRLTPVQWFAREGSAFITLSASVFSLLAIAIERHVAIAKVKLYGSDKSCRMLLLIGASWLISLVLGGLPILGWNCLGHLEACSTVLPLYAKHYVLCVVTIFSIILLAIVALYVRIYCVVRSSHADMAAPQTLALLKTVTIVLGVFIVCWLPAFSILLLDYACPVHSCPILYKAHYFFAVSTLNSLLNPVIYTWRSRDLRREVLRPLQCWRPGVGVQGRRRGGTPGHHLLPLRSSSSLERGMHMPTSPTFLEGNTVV
sEH activator = activators of human soluble epoxide hydrolase | purified human sEH enzymatic activity, activator screen | activation, % at 2 µM | 0.04% of 91,000 active; in the data active means activation above about 37%; further: values of inactives mirror those of a sister screen read the other way
Target sequence (P34913 whole entry, looked up): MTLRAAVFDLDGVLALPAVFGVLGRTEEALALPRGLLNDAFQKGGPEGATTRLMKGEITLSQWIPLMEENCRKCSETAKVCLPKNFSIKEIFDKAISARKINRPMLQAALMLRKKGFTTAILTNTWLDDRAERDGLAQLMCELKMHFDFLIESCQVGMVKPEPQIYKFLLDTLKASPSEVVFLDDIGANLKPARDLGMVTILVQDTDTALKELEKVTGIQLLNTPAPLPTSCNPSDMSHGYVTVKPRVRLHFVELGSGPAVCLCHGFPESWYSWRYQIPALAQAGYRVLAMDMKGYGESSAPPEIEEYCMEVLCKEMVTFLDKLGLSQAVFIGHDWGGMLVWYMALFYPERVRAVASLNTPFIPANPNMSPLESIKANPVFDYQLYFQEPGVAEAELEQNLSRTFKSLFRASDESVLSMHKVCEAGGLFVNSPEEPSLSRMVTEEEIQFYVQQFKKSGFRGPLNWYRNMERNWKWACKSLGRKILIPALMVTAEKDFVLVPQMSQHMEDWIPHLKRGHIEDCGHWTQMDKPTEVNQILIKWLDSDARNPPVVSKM
sEH inhibitor = soluble epoxide hydrolase (human) inhibition. P34913. recombinant human sEH enzymatic activity assay. inhibition, % at 2 µM. 0.34% of 91,000 active. AID 707; in the data active means inhibition above about 80%; further: values of inactives mirror those of a sister screen read the other way; many of its hits are not listed in these tables
Mac1 fbg inh = blocks human CD11b/CD18 adhesion to fibrinogen; P05107+P11215; K562 CD11b/CD18 adhesion to fibrinogen, ATPlite luminescence; Mn2+ added to activate the integrin; inhibition, % at 10 µM; 0.54% of 93,000 active; AID 1497;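 active means primary inhibition of 50% or more at 10 µM, then 40% or more on retest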; further: some results filed as inactive read as strong as hits
PLAP activator = activators of human placental alkaline phosphatase. P05187. purified PLAP enzyme, luminescent substrate read-out; active compounds read high. activation fold at 20 µM. 1.2% of 96,000 active. AID 696; in the data active means activation fold above about 2
S1P2 antag = S1P2 (human) receptor antagonism | 0.21% of 97,000 active | cell-based S1P2 antagonist assay, inhibition at 5 uM | AID 736 | inhibition, % at 5 µM | O95136; in the data active means inhibition above about 45%;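 further: CRE beta-lactamase reporter cells expressing human S1P2 stimulated with S1P; 0% = agonist at EC80 alone and 100% = agonist plus reference antagonist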
PostGolgi ctrl = inhibits growth of the yeast control strain; 5% of 98,000 active; inhibition, % at 10 µM; efflux-deficient yeast background strain, growth absorbance A615, 16 h; AID 738
Numbers without * were called inactive; · = no result given. Unless noted, no stated cut-off is given here; in the data, active means inhibition above about 30%; inactive means the rest.

SMILES	Ecoli WT expand	PostGolgi yeast	S1P2 ag	sEH activator	sEH inhibitor	Mac1 fbg inh	PLAP activator	S1P2 antag	PostGolgi ctrl
CCOC(=O)c1nc(N)c(C(=O)OCC)[nH]1	-4	0	-7	-3	3	-18	0.8	3	8
O=C(c1cnn2c(C(F)(F)F)cc(-c3cccs3)nc12)N1CCN(C(c2ccccc2)c2ccccc2)CC1	·	·	-4	4	-3	·	·	-1	·
COC(=O)C(CC(=O)c1ccc(Cl)cc1)c1ccc(C(C)C)cc1 (stereo not drawn)	1	21	-2	-8	10	11	0.8	-5	3
CC(Oc1ccc(Cl)cc1Cl)C(=O)NC1=NN(c2ccccc2)C(=O)C1 (stereo not drawn)	5	-15	-5	10	-6	14	1.4	-19	-6
O=C(N/N=C/c1cccnc1)C(O)(c1ccccc1)c1ccccc1	4	10	-4	-4	7	0	1	7	22
O=c1ccc(S(=O)(=O)N2CCC(Cc3ccccc3)CC2)c[nH]1	-7	-6	-1	7	-8	-23	1	16	0
CCCCn1c(SCC(=O)N2CCCc3ccccc32)nc2c1c(=O)n(C)c(=O)n2C	-2	3	-1	·	·	9	1.7	-14	18
Cc1ccccc1OCC(=O)NNC(=S)NC(=O)c1ccco1	23	38*	-2	-6	9	27	1.1	-9	53*
Cc1cc2ncn(-c3ncnc4scc(-c5ccccc5)c34)c2cc1C	9	-11	-4	-7	6	-6	0.9	2	22
O=C(CSc1ncc(-c2ccccc2)n1-c1ccccc1)NCc1ccco1	4	0	-5	-2	4	-6	0.9	-16	8
CN1CCN(Cc2c(O)c(Cl)cc3c(-c4ccccc4)cc(=O)oc23)CC1	2	9	-11	-5	4	-14	1.6	27	4
Cc1ccc(C(=O)C2OC(=O)C(C)(C)C(=O)C2(C)C)cc1 (stereo not drawn)	4	-5	-2	0	3	0	0.9	-3	7
O=C(O)CN1C(=O)CCS(=O)c2ccccc21 (stereo not drawn)	-2	4	·	·	·	0	1	·	5
CCN(CC)S(=O)(=O)c1cc(C(=O)Nc2nncs2)c(Cl)cc1Cl	-3	-3	-4	-54	56	19	1.1	-7	11
Cc1ccc(NC(=O)c2cccc(N3C(=O)CCC3=O)c2)nc1	4	3	-7	-15	14	5	1.1	0	5
O=C(c1c(F)cccc1F)N1CCN(c2ncccn2)CC1	9	12	-9	1	1	-5	0.8	6	3
CC(C)C[C@@H](N)c1nnc(SCC(=O)c2ccc(Cl)cc2)o1	6	2	-8	-5	4	-4	1	8	10
COc1ccc(-c2c3c(=O)n(C)c(=O)n(C)c3c3nnc4ccccc4n23)cc1	·	·	0	-5	8	·	·	-18	·
O=C(Cn1cc[n+](CC(=O)c2ccccc2)c1)c1ccccc1	3	-4	-1	4	-2	·	0.7	6	-15
CC1CC(C)CN(C(=O)CN2CCN(Cc3ccc(Cl)cc3)C2=O)C1 (stereo not drawn)	-1	9	-4	20	-23	-26	1.9	-10	6
C1=C(CCNc2nnnn2-c2ccccc2)CCCC1	1	13	-3	·	·	4	0.8	6	11
CO/N=C(\Cn1ncc(NC2CCCCC2)c(Br)c1=O)c1ccc(Cl)cc1	-5	23	-3	7	-6	-2	1.1	-39	76*
COc1ccc([N+](=O)[O-])cc1NC(=S)NC(NC(=O)Cc1ccc(OC)c(OC)c1)C(Cl)(Cl)Cl (stereo not drawn)	-13	-6	0	-2	3	13	0.9	4	9
N#Cc1nc(Cc2cccc3ccccc23)oc1N1CCCCC1	-24	-3	-3	-5	3	9	0.9	-5	36*
CCCCN(C(=O)c1cc(OC)c(OC)c(OC)c1)C1=CC2CCC(C1)N2C (stereo not drawn)	0	11	-3	0	-2	-15	1.1	7	4
COc1ccc(C(=O)N2CCN(c3nc4ccccc4o3)CC2)cc1OC	5	5	-2	-1	-1	-3	1.6	6	-1
CCOC(=O)N1CCN(C(=O)c2cc3c(=O)n(C)c4ccccc4c3n2C)CC1	5	-5	-7	·	·	-5	1	-13	6
COc1cccc(Nc2nc3ccccc3n3cnnc23)c1	3	-7	1	21	-22	-4	1.6	-24	33*
COc1ccc(C(=O)N2CCCCC2)cc1S(=O)(=O)Nc1ccccc1	6	-2	-7	3	-2	·	1.1	19	1
OC1CCN(c2c3c(nc4cc(-c5cccc(F)c5)nn24)CCCC3)CC1	3	0	·	·	·	-10	1.5	·	88*
O=C(NCc1ccco1)C(c1ccccc1)N(C(=O)Cc1cccs1)c1ccccc1 (stereo not drawn)	·	·	-5	-17	18	·	·	12	·
c1ccc(OCc2nn3c(Cn4cnc5ccccc54)nnc3s2)cc1	10	-5	-10	8	-6	-21	0.7	1	42*
CCOC(=O)CSc1[nH]c(=O)cc(C)c1C#N	4	-8	0	-1	2	-15	0.9	5	17
COc1ccc(NC(=O)C2CC(=O)NC3=C2C(=O)CC(C)(C)C3)cc1 (stereo not drawn)	0	-8	-6	2	1	·	1	-6	3
Cc1cc(C)c2cc(CN(Cc3nnnn3C3CCCCC3)CC3CCCO3)c(=O)[nH]c2c1 (stereo not drawn)	1	11	-4	-8	8	7	1.5	8	5
O=C(CCn1nc(-c2ccc(Cl)cc2)ccc1=O)NCCCN1CCCCCC1	-2	-3	-2	-15	14	-1	1.5	-23	-1
CCCC(=O)Nc1ccc(N2CCCCC2)cc1	2	4	-1	-9	9	-5	1.3	-8	-6
CCCCNCCCOc1cccc(Cl)c1Cl	20	-1	-2	7	-7	-40	0.8	19	4
Cc1ccc(/C=c2\sc3nc(-c4ccco4)nn3c2=O)o1	0	1	-2	4	0	-12	1.4	4	6
COCCCNC(=O)CN(c1cc(Cl)cc(Cl)c1)S(C)(=O)=O	·	·	-2	-2	2	·	·	-10	·
Cc1ccc(N(CC(O)COCc2ccco2)S(=O)(=O)c2ccc(C)cc2)cc1 (stereo not drawn)	5	-2	-9	6	-5	3	1.8	13	5
O=C1Cc2cccc3cccc1c23	16	-2	-2	14	-15	-7	1	2	7
COc1cc(C(=O)Nc2ccc3c(c2)OCO3)ccc1-n1cnnn1	10	-9	-5	0	2	-13	0.8	-8	3
COc1cccc(C(NC(=O)c2ccccc2F)NC(=O)c2ccccc2F)c1	-3	4	-16	4	-4	-8	1.1	5	19
Cc1nnc(SCC(N)=O)n1CC1CCCO1 (stereo not drawn)	-8	12	-7	2	-2	8	0.7	19	7
CCOC(=O)c1c(CN(CC)CC)oc2ccc(OC)cc12	·	·	-7	0	2	·	·	-4	·
FC(F)(F)COc1nc(OCC(F)(F)F)nc(N2CCN(c3ccccc3)CC2)n1	-2	-8	-6	0	0	12	1.1	-1	-6
O=C(c1ccccc1)n1ccc(-c2cnc(-c3ccccc3)s2)n1	-12	-4	-1	19	-20	-24	0.9	-28	-9
Cc1ccccc1C(=O)Oc1ccc(Sc2ccc(O)cc2)cc1	7	-2	-4	16	-13	4	0.7	-9	13
CC1(C)CC(=O)C(C2=NC(C)(C)Cc3ccccc32)=C(O)C1	-1	2	-5	5	-3	-3	1	4	9
C/C(N)=C(/C#N)C(=O)CSc1nnc(COc2ccccc2Cl)o1	-2	-8	-5	-9	8	3	0.7	-9	11
O=C(NO)C1CC2C=CC1C2 (stereo not drawn)	12	-9	-8	14	-12	-4	1	3	-3
Cc1cc(Cl)c(S(=O)(=O)NCc2ccncc2)cc1OCC(N)=O	2	-5	-5	-11	8	18	0.9	5	12
c1csc(CNCCN2CCOCC2)c1	1	-2	-3	18	-19	-8	1	-3	4
CC1(C)N=C(C(=O)c2ccccc2)N(O)C1(C)O (stereo not drawn)	6	5	-4	9	-8	·	1.2	16	15
Cc1ccc(C)c(OCc2nnc(NC(=O)c3ccco3)s2)c1	-19	-6	0	-8	4	-28	1.2	1	2
CCN1CCN(c2nc(-c3ccccn3)nc3ccccc23)CC1	10	-15	0	4	-4	·	1.1	-13	4
COc1cc2[nH]c(=O)n(Cc3ccc(C(=O)NCC4CCCO4)cc3)c(=O)c2cc1OC (stereo not drawn)	-10	-1	-4	·	·	1	1	12	11
COCCN(C(=O)CC(C)(C)C)c1nnc(-c2cccnc2)s1	·	·	-8	-2	4	·	·	3	·
CC1CCCC(C)N1C(=O)CSc1nnc(C2CCCCC2)o1 (stereo not drawn)	-4	-3	·	·	·	2	1.8	·	-4

The list goes on.
SMILES	Ecoli WT expand	PostGolgi yeast	S1P2 ag	sEH activator	sEH inhibitor	Mac1 fbg inh	PLAP activator	S1P2 antag	PostGolgi ctrl
c1ccc(-c2ccc(C3=Nn4c(nnc4-c4cc(-c5ccccc5)n[nH]4)SC3)cc2)cc1	-14	-3	-8	-6	7	-13	0.8	-9	4
COCCNC(=O)C(OC(=O)c1ccco1)c1ccccc1OC (stereo not drawn)	3	8	-7	5	-4	6	0.9	-20	4
NC(=O)c1ccsc1NC(=O)COC(=O)Cc1cccc2ccccc12	-2	1	-4	15	-17	84*	1.3	11	8
Cn1cc(S(=O)(=O)N2CCc3ccccc3C2)c(=O)n(C)c1=O	0	1	-2	-7	6	7	1.1	-20	-1
CCOC(=O)c1c(N2C(=O)C3CC(C)=C(C)CC3C2=O)sc(C)c1C (stereo not drawn)	4	10	-7	12	-16	7	1.4	-18	9

Reprinted from the entries so far, 19 compounds:
SMILES	Ecoli WT expand	PostGolgi yeast	S1P2 ag	sEH activator	sEH inhibitor	Mac1 fbg inh	PLAP activator	S1P2 antag	PostGolgi ctrl
FC(F)(F)COc1nc(OCC(F)(F)F)nc(N2CCN(c3ccccc3)CC2)n1	-2	-8	-6	0	0	12	1.1	-1	-6
O=C(c1ccccc1)n1ccc(-c2cnc(-c3ccccc3)s2)n1	-12	-4	-1	19	-20	-24	0.9	-28	-9
Cc1ccccc1C(=O)Oc1ccc(Sc2ccc(O)cc2)cc1	7	-2	-4	16	-13	4	0.7	-9	13
CC1(C)CC(=O)C(C2=NC(C)(C)Cc3ccccc32)=C(O)C1	-1	2	-5	5	-3	-3	1	4	9
C/C(N)=C(/C#N)C(=O)CSc1nnc(COc2ccccc2Cl)o1	-2	-8	-5	-9	8	3	0.7	-9	11
O=C(NO)C1CC2C=CC1C2 (stereo not drawn)	12	-9	-8	14	-12	-4	1	3	-3
Cc1cc(Cl)c(S(=O)(=O)NCc2ccncc2)cc1OCC(N)=O	2	-5	-5	-11	8	18	0.9	5	12
c1csc(CNCCN2CCOCC2)c1	1	-2	-3	18	-19	-8	1	-3	4
CC1(C)N=C(C(=O)c2ccccc2)N(O)C1(C)O (stereo not drawn)	6	5	-4	9	-8	·	1.2	16	15
Cc1ccc(C)c(OCc2nnc(NC(=O)c3ccco3)s2)c1	-19	-6	0	-8	4	-28	1.2	1	2
CCN1CCN(c2nc(-c3ccccn3)nc3ccccc23)CC1	10	-15	0	4	-4	·	1.1	-13	4
COc1cc2[nH]c(=O)n(Cc3ccc(C(=O)NCC4CCCO4)cc3)c(=O)c2cc1OC (stereo not drawn)	-10	-1	-4	·	·	1	1	12	11
COCCN(C(=O)CC(C)(C)C)c1nnc(-c2cccnc2)s1	·	·	-8	-2	4	·	·	3	·
CC1CCCC(C)N1C(=O)CSc1nnc(C2CCCCC2)o1 (stereo not drawn)	-4	-3	·	·	·	2	1.8	·	-4
c1ccc(-c2ccc(C3=Nn4c(nnc4-c4cc(-c5ccccc5)n[nH]4)SC3)cc2)cc1	-14	-3	-8	-6	7	-13	0.8	-9	4
COCCNC(=O)C(OC(=O)c1ccco1)c1ccccc1OC (stereo not drawn)	3	8	-7	5	-4	6	0.9	-20	4
NC(=O)c1ccsc1NC(=O)COC(=O)Cc1cccc2ccccc12	-2	1	-4	15	-17	84*	1.3	11	8
Cn1cc(S(=O)(=O)N2CCc3ccccc3C2)c(=O)n(C)c1=O	0	1	-2	-7	6	7	1.1	-20	-1
CCOC(=O)c1c(N2C(=O)C3CC(C)=C(C)CC3C2=O)sc(C)c1C (stereo not drawn)	4	10	-7	12	-16	7	1.4	-18	9

Screens: PubChem, several laboratories

Not a hit list (roughly 7.1% active in at least one column).
